Screening results (PubChem BioAssay)
PfHsp90 set2 – reduces growth (ATP signal) of yeast expressing P. falciparum Hsp90; inhibition, % at 9.4 µM; AID 504621; S. cerevisiae expressing PfHsp90, BacTiter-Glo ATP, 48 h; yeast lacking PDR1 and PDR3 efflux regulators; 310,000 tested, 0.32% active;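 active = every replicate shows inhibition above about 80%, whatever the replicate mean, limit read from the data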;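 also: 0% = DMSO neutral controls and 100% = 20 µM radicicol positive controls; yeast relying on Plasmodium falciparum Hsp90 in place of its own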
Rtt109 Vps75 – blocks Candida albicans Rtt109/Vps75 acetyltransferase activity. inhibition, % at 34.9 µM. 330,000 tested, 0.16% active. Q5AAJ8. purified Rtt109/Vps75, ThioGlo CoA-SH fluorescence, 4 h. AID 540336;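 active = inhibition of at least 50% in every replicate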
Target sequence (Q5AAJ8 whole entry, looked up): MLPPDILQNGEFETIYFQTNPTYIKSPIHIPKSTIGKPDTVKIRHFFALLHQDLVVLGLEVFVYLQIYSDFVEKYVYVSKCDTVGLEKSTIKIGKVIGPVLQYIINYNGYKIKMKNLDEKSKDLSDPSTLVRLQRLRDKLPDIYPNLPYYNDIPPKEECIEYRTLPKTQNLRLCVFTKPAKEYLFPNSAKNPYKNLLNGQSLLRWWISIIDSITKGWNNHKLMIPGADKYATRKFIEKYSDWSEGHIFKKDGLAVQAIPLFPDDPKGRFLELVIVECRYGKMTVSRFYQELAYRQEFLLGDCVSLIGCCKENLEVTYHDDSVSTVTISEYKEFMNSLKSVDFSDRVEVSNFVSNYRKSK
Cardiac RTF inh – cardiac RTF calcium desensitization; inhibition, % at 7.15 µM; 340,000 tested, 0.12% active; IANBD-labeled cardiac RTF, Ca2+ fluorescence; P19429+P45379;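 active = inhibition above the mean inhibition of all tested compounds plus 3 SD, cut at about 17% in these data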;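 also: assay run at fixed EC70 calcium of 1.6 mM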
CDK5 p35 inh – inhibitors of human CDK5/p35 kinase | Recombinant CDK5/p35, ADP-Glo luminescence, 60 min | inhibition, % at 10 µM | AID 488839 | 330,000 tested, 0.01% active | Q00535+Q15078;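 active = highest replicate inhibition of at least 50% and at least 75% of replicates reaching 50%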;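 also: plate controls were DMSO neutral control for no effect and GW8510 at 10 µM for full effect; many of its hits are not listed in these tables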
Target sequence (Q00535 whole entry, looked up): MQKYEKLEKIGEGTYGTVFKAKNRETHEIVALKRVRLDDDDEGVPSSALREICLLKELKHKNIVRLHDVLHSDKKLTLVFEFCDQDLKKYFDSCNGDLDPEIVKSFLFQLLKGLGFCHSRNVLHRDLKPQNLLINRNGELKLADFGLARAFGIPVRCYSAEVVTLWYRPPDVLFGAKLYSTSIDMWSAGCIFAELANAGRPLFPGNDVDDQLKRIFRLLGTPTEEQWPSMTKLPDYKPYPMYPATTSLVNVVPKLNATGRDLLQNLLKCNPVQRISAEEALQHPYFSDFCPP
Target sequence (Q15078 whole entry, looked up): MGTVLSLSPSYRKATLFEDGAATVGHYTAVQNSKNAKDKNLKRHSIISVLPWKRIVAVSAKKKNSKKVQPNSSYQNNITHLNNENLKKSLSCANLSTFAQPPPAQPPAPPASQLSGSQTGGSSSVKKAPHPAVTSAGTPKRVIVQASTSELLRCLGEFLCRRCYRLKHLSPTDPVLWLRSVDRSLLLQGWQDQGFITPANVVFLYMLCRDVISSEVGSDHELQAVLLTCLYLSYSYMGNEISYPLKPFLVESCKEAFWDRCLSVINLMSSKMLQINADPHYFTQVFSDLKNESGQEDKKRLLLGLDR
C-LANA FP – KSHV C-LANA DNA binding inhibition; MBP-C-LANA/FAM-LBS DNA binding, fluorescence polarization; inhibition, % at 9 µM; 340,000 tested, 0.078% active; AID 504423;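 active = highest replicate inhibition at or above 60% at 9 µM, even if other replicates fall short; inactive = all replicates below 60% inhibition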;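 also: 0% = neutral control wells and 100% = 4 µM acridine orange control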
NSD2 inh – blocks human histone methyltransferase NSD2; O96028; NSD2 peptide methylation, AlphaScreen, 120 min; inhibition, % at 12.5 µM; 310,000 tested, 0.54% active; AID 743445; in the data active = inhibition above about 50%
cardiac RTF act – cardiac RTF calcium sensitization | 340,000 tested, 0.24% active | AID 493008 | P19429+P45379 | activation, % at 7.2 µM | IANBD-labeled TnC RTF fluorescence at EC20 calcium; 0% EC20 calcium, 100% full calcium;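 active = activation above the mean over all tested compounds plus 3 SD, cut at about 30% in these data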;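 also: rise in fluorescence read as greater calcium sensitivity of cardiac thin filaments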
PvdQ acylase – blocks Pseudomonas aeruginosa PvdQ acylase activity. purified PvdQ acylase, fluorescence plate reader. inhibition, % at 10 µM. 340,000 tested, 0.063% active; in the data active = inhibition above about 30%, passing the limit was not always enough;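 also: 0% = vehicle neutral wells and 100% = reference inhibitor wells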
Mot1-301 SUMO – SUMOylation pathway inhibition by Mot1-301 growth rescue; S. cerevisiae Mot1-301 growth rescue, ATP luminescence, 38.5C; percent above DMSO median, 100 means doubled; growth rescue, % at 18.8 µM; 320,000 tested, 1% active;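 active = every valid replicate shows activation above 250% relative to neutral control wells; inactive = the rest, any valid replicate at or below 250%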;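 also: OY570 slx delta 5 strain wells were the positive control but not used for scaling; some compounds called inactive have numbers as strong as hits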
dFosB act – mouse delta FosB homodimer activation | purified delta FosB, TAMRA-CDK5 oligo fluorescence polarization; percent of positive-control signal above neutral wells | activation, % at 25 µM | 340,000 tested, 0.99% active | P13346;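 active = mean activation above about 17%, with every replicate also reaching it, limit read from the data, passing the limit was not always enough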;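 also: fluorescence polarization rise as delta FosB binds a TAMRA Cdk5 AP-1 oligo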
Keap1-Nrf2 PPI – disrupts human Keap1 binding to Nrf2 peptide. 340,000 tested, 0.15% active. Keap1 Kelch-Nrf2 peptide fluorescence polarization, 1536-well. Q14145. inhibition, % at 9.4 µM. AID 504523; in the data active = inhibition above about 12%;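 also: human Keap1 Kelch domain with fluorescein labeled Nrf2 9mer peptide probe; 0% = neutral control wells and 100% = peptide positive control; higher means more block of Keap1 binding to Nrf2 peptide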
Starred values were filed as active, the others as inactive; . = no result given. This is a random part of the collection, and some 3.2% of all compounds hit somewhere here.

SMILES	PfHsp90 set2	Rtt109 Vps75	Cardiac RTF inh	CDK5 p35 inh	C-LANA FP	NSD2 inh	cardiac RTF act	PvdQ acylase	Mot1-301 SUMO	dFosB act	Keap1-Nrf2 PPI
CN(C(=O)CN(c1ccccc1)S(=O)(=O)c1ccc(F)cc1)C1CCS(=O)(=O)C1 (centres undefined)	0	-25	-3	-0.9	-1.2	-4	3	-5	-11	-8	-5
CCC1CCCCN1CCCNC(=O)C1CC(=O)N(CCc2ccccc2)C1 (centres undefined)	30	1	-6	-0.2	-1.6	-5	13	0	-1	10	2
COc1ccc(NS(=O)(=O)c2cc(NC(=O)COc3ccc(OC)cc3)ccc2N2CCOCC2)cc1	-3	3	-5	-0.8	-0.6	-3	-1	-8	30	4	-2
CCCCn1c(N)c(N(CC)C(=O)c2ccccc2C(F)(F)F)c(=O)[nH]c1=O	9	-2	3	1.5	-0.1	1	-6	-4	-7	-6	-1
CCOC(=O)c1ccc2c(c1)nc(SCc1cn3ccsc3n1)n2CC	-3	5	8	1.0	3.1	2	1	-4	-2	-10	-1
COc1ccc(N2C(=O)CNC2=S)cc1	-5	-1	2	1.6	-0.5	-2	2	-15	-15	-9	-3
Cc1cc(NS(=O)(=O)c2ccc(NC(=S)NC(=O)c3ccc(F)cc3)cc2)no1	-12	1	-5	-0.1	1.2	0	-2	12	6	-6	2
O=P(O)(O)CCP(=O)(c1ccccc1)c1ccccc1	-9	-5	-1	0.2	0.8	-2	-2	-6	-1	-4	0
CS(=O)(=O)N(Cc1ccc(C(=O)NC2CCCC2)cc1)c1ccccc1	10	-16	3	1.0	0.0	1	-7	-9	1	1	0
Cc1ccc(C)c(N(C(=O)CS(=O)CC(=O)Nc2ccc3c(c2)OCO3)C(C)C(=O)NC2CCCC2)c1 (centres undefined)	12	8	-7	0.4	0.0	2	2	-14	10	-4	-4
CCC(=O)NCC(c1ccco1)N1CCN(c2ccc(OC)cc2)CC1 (centres undefined)	1	-2	1	0.7	-0.1	.	-1	-18	-14	0	-1
COc1ccc(OC)c(-c2cc(C(=O)Nc3c(C)nn(Cc4ccccc4C)c3C)no2)c1	-14	-2	-4	0.0	2.9	-3	0	-12	-16	-1	-4
O=C1c2ccccc2C(O)(Cc2ccccc2)N1Cc1ccco1 (centres undefined)	-20	7	-9	-1.9	0.8	5	-1	-3	38	-1	-9
CCOC(=O)C(C)Sc1nc(-c2ccccc2)nc2ccccc12 (centres undefined)	-2	-3	-25	0.0	1.5	-7	-3	7	1	-9	-5
COc1ccc(C(=O)Nc2cc(=O)[nH]c3ncnn23)cc1	-5	-2	-10	-0.6	-0.3	.	2	1	12	-6	-2
Cc1cccn2c(=O)c3cc(C(=O)N4CC(C)CC(C)C4)sc3nc12 (centres undefined)	-64	-22	10	0.7	-1.5	-2	-3	3	34	-26	4
Nc1nccc(SCc2ccccc2)n1	-3	0	-2	1.1	-2.7	.	-1	-15	.	4	4
CC(C)CCOc1ccc(C(=O)NNC(=O)CNC(=O)c2ccccc2F)cc1	.	-2	-1	-2.6	0.2	0	1	-9	-2	-1	-1
CC(OC(=O)c1cccnc1Cl)C(=O)Nc1ccc2c(c1)OCCO2 (centres undefined)	9	.	4	2.4	1.8	-4	4	9	8	-12	-8
CC(=O)N1CCN(C(=O)c2cc3c(s2)CCCC3)CC1	.	3	-25	0.6	-1.1	2	3	-13	.	-5	-1
COc1ccc(/C(C)=N/N=C(\C)c2ccc(OC)cc2OC)c(OC)c1	-1	1	5	-0.3	0.5	1	-6	-16	-11	-4	4
COc1ccc(CNC(=O)Cn2c(=O)oc3ccccc32)cc1OC	-3	2	-1	1.8	0.8	1	-2	6	6	-2	-7
O=C(Nc1ccnn1C1CCN(Cc2ccccc2OC(F)F)CC1)c1cccc(F)c1	17	15	-6	1.1	-0.3	-2	3	-11	28	0	-4
O=C(Nc1cccc(S(=O)(=O)N2CCCC2)c1)c1ccc(Cl)nc1	-33	-7	-7	-0.3	-1.0	-6	-1	-14	-3	-4	-8
CCOC(=O)c1ccc(NC(=O)CN2C(=O)C(CC)SC(CC)C2=O)cc1 (centres undefined)	6	.	-28	-1.3	0.9	1	-2	-11	-2	-11	-2
O=C(O)c1ccccc1C(=O)NCCc1ccc(Cl)cc1	-5	.	-2	-1.2	-0.1	0	2	-15	2	-1	-1
COc1cc([N+](=O)[O-])ccc1NC(=O)C[n+]1ccccc1	5	7	-5	-2.0	-2.5	-2	-4	3	-21	-3	0
COc1cccc(C(=O)NCCS(=O)(=O)N2CCc3ccccc3C2)c1	-2	-10	-3	-0.4	2.1	2	6	-1	-10	-5	0
COc1ccc(CCC(=O)OCC(=O)c2cccc(OC)c2)cc1	-38	1	-7	-0.1	1.4	-3	5	-10	16	-7	-5
COc1ccc(S(=O)(=O)NCc2ccc(F)cc2)cc1OC	12	-11	0	-0.3	-0.3	-2	10	-10	-6	-4	0
Cc1cc(C)c(NC(=O)CNC(=O)COC(=O)Cc2ccccc2C)c(C)c1	-22	-7	2	-4.1	1.5	-3	7	-12	-7	-1	-8
COc1cc2ccccc2cc1C(=O)N1CCN(c2ccccc2O)CC1	-18	3	-5	0.3	-0.8	2	-1	-19	-15	-8	-2
CC(NS(=O)(=O)c1cc(C(F)(F)F)ccc1Cl)C(=O)N(C)C1CCN(C)CC1 (centres undefined)	-6	-3	-12	2.8	0.3	9	0	-17	-22	-5	0
COC(=O)Nc1c(C(=O)OC)cc(OC)c(OC)c1OC	13	0	4	-2.2	-1.7	-3	4	-13	5	0	-2
Cc1cc(N=Nc2c(O)c3ccccc3[nH]c2=O)ccc1N=Nc1ccc(C(=O)N(C)C)cc1	15	3	-7	1.5	1.2	1	-3	-17	.	0	-2
COc1ccc(C(=O)COC(=O)CN2C(=O)NC(C)(C)C2=O)cc1OC	26	8	-1	0.3	0.0	0	1	-13	3	-10	-4
Cc1ccc(CNC(=O)c2ccc3c(c2)NC(=O)C(N2CCOCC2)S3)cc1 (centres undefined)	-26	17	-5	-0.1	-1.8	8	1	13	230	-6	-7
CCOCCCNC(=S)N1CCCN(c2nc3c(C)c(C)ccc3cc2C#N)CC1	10	-42	-4	2.6	-0.9	-11	7	-20	.	-9	-3
COc1ccc(N/C=C/C(=O)C(C)(C)C)cc1	-14	.	-7	0.1	-0.3	-2	-4	-4	4	0	-8
COC(=O)CSc1nc(NC(C)C)nc(N2CCOCC2)n1	20	1	0	0.9	0.7	26	-2	-3	-21	3	-4
Cc1cccc(NC(=O)CN2C(=O)c3ccccc3C2=O)c1C	10	-3	-6	-6.4	-0.5	-2	3	-27	-7	0	-2
Cc1ccc(C(=O)NCC(c2ccc(F)cc2)N2CCOCC2)cc1S(=O)(=O)N1CCOCC1 (centres undefined)	4	-6	-1	-12	-0.6	-1	0	-8	.	-10	-5
N#Cc1cnn2c(-c3cccc([N+](=O)[O-])c3)ccnc12	-17	2	-5	-0.5	0.4	10	0	-13	104	-1	-5
CCNc1nc(SCC(=O)OC)nc(N(C)C)n1	-5	-1	-7	-1.6	2.2	-1	7	4	-14	-4	-4
CC(C)N(C(=O)CSc1nnc(-c2cc3ccccc3cc2O)n1Cc1ccco1)C(C)C	.	-23	1	-1.6	0.7	3	6	-13	-1	-15	-4
O=C1c2ccccc2N2C(=O)c3ccccc3C2N1Cc1ccco1 (centres undefined)	-12	10	-7	0.2	1.1	2	-2	-8	206	-27	-1
O=C(/C=C\c1cn(-c2ccccc2)nc1-c1ccc2c(c1)OCCO2)N1CCOCC1	10	22	7	0.7	-0.7	0	1	1	661	-9	-4
O=[N+]([O-])c1ccc(NC2CCCCC2)nc1	-1	-3	-2	-1.3	-0.8	3	-5	10	.	2	-1
COC(=O)c1ccc(Nc2cc(C)nc3nc(C)nn23)cc1	9	5	-5	1.5	-3.5	.	0	1	-10	-4	-4
Cc1cccc(N=Nc2cnc(N)s2)c1	8	-2	-7	1.9	0.5	.	-5	-12	11	-4	-2
Cc1ccc(NC(=O)CCC(=O)N/N=C/c2cccs2)cc1	7	5	-10	2.7	0.0	-2	5	-1	7	-9	-2
CC(=O)c1cc(-c2ccccc2)n(CC(=O)N2CCC(N3CCCCC3)CC2)c1C	24	0	-1	-2.2	-1.2	1	-2	-11	.	-4	-5
CCN(CC)CCCNC(=O)c1ccccc1NC(=O)C1=CSCCO1	-7	18	-11	0.1	-0.3	19	-4	7	-4	7	-1
Cc1ccccc1CCNC(=O)CCn1nc(C)c2c(C)n(-c3ccccc3)nc2c1=O	-29	1	-9	-1.4	-0.5	-1	-1	-6	-2	-11	4
O=C(c1cc(C2CC2)on1)N1CCN(C(c2ccccc2)c2ccccc2)CC1	.	4	0	0.7	2.0	.	1	-4	31	-7	-5
COc1ccc(OC)c2sc(NC(=O)c3ccc(Cl)s3)nc12	-17	-20	-3	-5.5	0.7	.	3	-3	-15	-5	-3
COc1ccccc1NC(=S)N(CCCN1CCOCC1)Cc1cccs1	-17	0	-11	-0.3	-0.2	-3	1	0	-20	-3	-3
Cc1cccc(-n2c(N)cc(=O)[nH]c2=S)c1C	46	14	-9	-1.1	0.9	1	2	-25	-2	-3	-4
COc1ccc(C(=O)Nc2ccc3nc(N4CCCCC4)cc(C)c3c2)cc1OC	20	1	-17	-0.8	-0.9	0	4	-9	9	-20	-8
N#Cc1ccsc1NC(=O)CN1CCN(c2ccccc2)CC1	21	0	-19	2.5	0.2	2	2	-10	.	-7	0

Not a retest: an excerpt of the list.
SMILES	PfHsp90 set2	Rtt109 Vps75	Cardiac RTF inh	CDK5 p35 inh	C-LANA FP	NSD2 inh	cardiac RTF act	PvdQ acylase	Mot1-301 SUMO	dFosB act	Keap1-Nrf2 PPI
O=[N+]([O-])c1ccc(NC2CCCCC2)nc1	-1	-3	-2	-1.3	-0.8	3	-5	10	.	2	-1
COC(=O)c1ccc(Nc2cc(C)nc3nc(C)nn23)cc1	9	5	-5	1.5	-3.5	.	0	1	-10	-4	-4
Cc1cccc(N=Nc2cnc(N)s2)c1	8	-2	-7	1.9	0.5	.	-5	-12	11	-4	-2

(more compounds)
SMILES	PfHsp90 set2	Rtt109 Vps75	Cardiac RTF inh	CDK5 p35 inh	C-LANA FP	NSD2 inh	cardiac RTF act	PvdQ acylase	Mot1-301 SUMO	dFosB act	Keap1-Nrf2 PPI
O=C(CS(=O)(=O)c1ccc(C(F)(F)F)cn1)NNC(=O)c1ccccc1	-7	0	-5	-0.4	-1.4	-2	4	-10	15	1	-5
Cn1c(SCC(=O)N2CCCCC2)nnc1-c1ccc(S(=O)(=O)N2CCOCC2)cc1	16	-6	-2	0.5	2.4	-2	4	3	-10	-4	0
Cc1cc(-c2ccccc2)nc(N(C)NC(=O)c2cccc(C(F)(F)F)c2)c1S(C)(=O)=O	-5	4	-4	-2.5	-1.0	-2	1	-2	9	-6	0
O=C(CSc1nc(-c2ccccc2)cc(=O)[nH]1)N1CCOCC1	-6	-22	-4	-1.9	-3.2	4	8	-6	-28	-1	-5
